ERAP1 HTS inh = human ERAP1 aminopeptidase inhibitors, primary screen, biochemical, single point, plate reader; AID 652197, 2013; 0.15% of 340,000 active; inhibition, % at 10.7 µM; recombinant ERAP1, Leu-AMC fluorescence, 60 min;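 active means mean replicate inhibition of at least 30%, or all replicates individually reaching that 30% level; inactive means mean below 30% and not every replicate reaching it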;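 further: 0% = neutral control wells and 100% = L-leucinethiol positive control wells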
Cneo AK release = Cryptococcus neoformans cell lysis inducers, primary screen, AK release luminescence, single concentration | lysis activity, % at 15 µM | 0.2% of 360,000 active | C. neoformans lysis, adenylate kinase release luminescence, 4 h; normalised: neutral wells 0, clomiphene wells 100;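 active means mean lysis activity across replicates of at least 80%, whatever share of replicates individually reach that level; inactive means mean lysis activity below 80%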
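Material – Cryptococcus neoformans yeast cells · Quantity – 5 × 10^6 yeast cells/mL · Buffer or medium – YPD medium · Compound – single dose · Timing – 4 h static compound exposure, 37 °C, read 1 h post-reagent · Signal – adenylate kinase release luminescence · Read-out basis – lysis from increased AK signal · Benchmarks – Clomiphene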
RAD52 anneal inh = RAD52 DNA annealing inhibitors, primary screen, biochemical, FRET, single point, set 2 | DNA repair protein RAD52 homolog (Homo sapiens), P43351 | recombinant RAD52 DNA annealing, FRET fluorescence | inhibition, % at 18.7 µM | 0.46% of 360,000 active;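 active means every replicate showing at least 50% inhibition; inconclusive means mean inhibition at least 50% but not in every replicate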
PGC1a acetyl inh = inhibitors of PGC1a acetylation signal, primary screen, cell-based, U2OS, AlphaScreen, inhibitor mode; AlphaScreen anti-acetyl-lysine; with virally co-expressed GCN5 acetyltransferase; inhibition, % at 15.6 µM; 0.17% of 350,000 active;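 active means every replicate shows inhibition of at least 40%; inconclusive means mean inhibition at least 40% but some replicate below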;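 further: 0% = neutral control wells and 100% = positive control wells; some results beyond the cut were filed as inactive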
RAD54 inh = inhibitors of human RAD54 branch migration, primary screen, biochemical, fluorescence, single point. DNA repair and recombination protein RAD54-like (Homo sapiens), Q92698. RAD54 Holliday junction branch migration, FAM/BHQ fluorescence. inhibition, % at 10.4 µM. 0.14% of 360,000 active;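 active means mean normalized replicate activity at least 40 and at least half of replicates scoring 40 or more; inconclusive means only one of the two criteria met; inactive means mean below 40 and under half of replicates reaching 40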;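 further: 0% = median of neutral control wells and 100% = median of positive control wells; inhibitors cause a drop in the FAM fluorescence signal; in these data hits start at about 50%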
Target sequence (Q92698 whole entry, looked up): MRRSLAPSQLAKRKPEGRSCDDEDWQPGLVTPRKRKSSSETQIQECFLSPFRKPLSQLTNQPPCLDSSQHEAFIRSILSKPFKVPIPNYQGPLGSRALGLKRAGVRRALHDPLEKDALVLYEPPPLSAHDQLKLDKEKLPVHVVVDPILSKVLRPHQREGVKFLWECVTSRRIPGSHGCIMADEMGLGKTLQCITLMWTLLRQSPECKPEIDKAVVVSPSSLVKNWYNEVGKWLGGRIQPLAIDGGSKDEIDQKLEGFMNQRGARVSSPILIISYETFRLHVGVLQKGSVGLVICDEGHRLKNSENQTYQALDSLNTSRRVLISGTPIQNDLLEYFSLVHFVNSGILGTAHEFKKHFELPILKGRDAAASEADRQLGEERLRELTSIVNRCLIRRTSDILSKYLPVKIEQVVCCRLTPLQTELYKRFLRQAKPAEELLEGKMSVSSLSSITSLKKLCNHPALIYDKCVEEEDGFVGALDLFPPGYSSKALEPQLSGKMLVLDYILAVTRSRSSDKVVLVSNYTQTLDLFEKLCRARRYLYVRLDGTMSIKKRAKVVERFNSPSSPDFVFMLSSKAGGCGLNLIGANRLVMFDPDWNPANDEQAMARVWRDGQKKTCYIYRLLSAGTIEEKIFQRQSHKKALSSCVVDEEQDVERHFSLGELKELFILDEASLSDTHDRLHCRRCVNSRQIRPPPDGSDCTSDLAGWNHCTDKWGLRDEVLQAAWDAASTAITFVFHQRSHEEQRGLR
PglD DTNB = C. jejuni PglD acetyltransferase inhibitors, primary screen, biochemical, DTNB colorimetric, single point. UDP-N-acetylbacillosamine N-acetyltransferase PglD (Campylobacter jejuni). purified PglD enzyme, DTNB colorimetric CoA detection. inhibition, % at 12.5 µM. 0.098% of 360,000 active; in the data active means inhibition above about 16%, passing the limit was not always enough; inconclusive means no clear call, values can overlap the other calls; further: strong numbers were not always called active
E-selectin induc = E-selectin induction in HUVECs, primary screen, imaging, HUVEC, immunofluorescence imaging, single point | P16581 | normalized: neutral wells 0, TNF-alpha wells 100 | activation, % at 7.58 µM | 0.37% of 260,000 active;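 active means mean E-selectin-positive cell signal at least 10% of the positive control, reached in at least 60% of replicates, without over 20% cell loss; inconclusive means no rule given, readout overlaps actives, possibly toxicity-flagged; inactive means the rest, including those meeting only one limit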;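 further: in these data hits start at about 27%; measured in HUVEC primary endothelial cells; signal is the percent of cells scored E-selectin positive by PE staining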
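assay system = HUVEC, human umbilical vein endothelial cells | input = 3,000 HUVEC seeded per well | medium = EGM-2 growth medium on 0.1% gelatin-coated wells | dosing = one compound dose added by pin transfer | signal = immunofluorescence imaging | read-out basis = % PE-positive cells | control set = TNF-alpha, DMSO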
miR122 inh = miR-122 Renilla sensor signal increase in Huh7, primary screen, miR-122 inhibitor project, cell-based, single point, plate reader. Huh7 miR-122 Renilla luciferase sensor, 48 h; neutral wells = 0, positive control = 100. activation (reporter increase), % at 12.5 µM. 0.3% of 340,000 active. AID 602342, 2012;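 active means mean replicate activation score at least 90 and every replicate individually at or above 90; inconclusive means only one of the two criteria met; inactive means neither criterion met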;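 further: higher luciferase means less miR-122 activity so hits act as miR-122 inhibitors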
Active calls of the source: *; u = inconclusive; x = not tested or not shown; & = joins results of further samples; [ ] = dose if it differs, or a comment.

cpd	Molecule	ERAP1 HTS inh	Cneo AK release	RAD52 anneal inh	PGC1a acetyl inh	RAD54 inh	PglD DTNB	E-selectin induc	miR122 inh
1	CCOC(=O)CSc1nc2c(sc(=S)n2-c2ccc(CC)cc2)c(=O)[nH]1	1	0	-12	5	-37	5	-0.1	5
2	C[C@H](CO)N1C[C@H](C)[C@H](CN(C)C(=O)Cc2ccccn2)Oc2ncc(C#CC3CCCCC3)cc2C1=O	x	3	-16	-42	1	1	-3.2	-12[16.7 µM]
3	O=C(CSc1nc2scc(-c3ccccc3)c2c(=O)[nH]1)N1CCOCC1	-1	0	-17	4	-14	10	-0.6	24
4	Cc1cccc(S(=O)(=O)NC(=O)C2(C)CCN2C(=O)Cc2ccsc2)c1 (stereo not drawn)	1	0	-4	2	-4	-3	1.4	1
5	COc1ccc(S(=O)(=O)NCC2CCCN(C(=O)CNC(C)=O)C2)cc1 (stereo not drawn)	10	x	-17	8	x	x	4.7	x
6	Cc1cc2c(cc1C)NC(C)CC(=O)N2 (stereo not drawn)	2	1	-8	3	5	1	0.1	x
7	C[C@H](CCC(=O)NCC(=O)O)[C@H]1CC[C@H]2[C@@H]3[C@H](O)C[C@@H]4C[C@H](O)CC[C@]4(C)[C@H]3C[C@H](O)[C@]12C	-4&-12&-6	3&1&0	-6&-5&-11	-18&2&-8	-5&-14&-13	4&1&-1	0.1&-0.2&-0.3	2&2&-7
8	CCOc1cccc2cc(C(=O)Nc3ccccc3-c3ccccc3)c(=O)oc12	x	0	x	x	-16	4	x	-3
9	CC(=O)Oc1c(C)c(C)c2c(c1C)CC[C@@](C)(CCC[C@H](C)CCC[C@H](C)CCCC(C)C)O2	-1	1	1	-7	-6	0	2.8	2
10	CCC(=O)N1[C@H](CO)[C@@H]2c3ccccc3N(C(=O)Nc3ccccc3Cl)C[C@@H]21	x	-1	x	-1	5	3	0.2	-5[16.7 µM]
11	Cc1cc2c(c(CO)c1CCO)C(=O)[C@@H](C)[C@@H]2O	x	10	-8	x	-6	4	-0.1	x
12	COc1ccccc1N1C(=O)c2ccccc2NC1c1ccc(O)cc1 (stereo not drawn)	2	1	-11	x	11	5	0.0	-4
13	Cc1ccc(S(=O)(=O)N2CCN(CC(O)CN3CCOCC3)CC2)cc1 (stereo not drawn)	-1	-2	-11	-8	-8	-3	-0.4	1
14	COc1ccc(NC(=O)Nc2ccc3c(c2)[C@@H]2C[C@H](CC(=O)NCc4ccccn4)O[C@@H](CO)[C@@H]2O3)cc1	1	7	-13	-3	0	1	0.5	0[16.7 µM]
15	CN1CCN(C(=O)CSc2nc(-c3cccs3)ccc2C#N)CC1	x	-1	x	-11	5	-5	x	3
16	CCOC(=O)C(C)C1(O)c2ccccc2-c2ncccc21 (stereo not drawn)	3	0	-2	-3	-11	-4	x	1
17	COc1ccc(OC)c(NC(=O)COC(=O)Cn2nnc(-c3ccccc3)n2)c1	2	0	-11	3	-3	-4	x	0
18	CC(CC(F)(F)F)N1CCC(n2nccc2NC(=O)CCCc2ccccc2)CC1 (stereo not drawn)	-1	0	-8	x	-8	1	-0.5	x
19	Cc1ccc(Br)c(NS(=O)(=O)c2cccc(C(=O)N3CCNC(=O)C3)c2)c1	-2	2	-4	-1	8	-2	x	7
20	CC(NC(=O)Cc1ccsc1)c1ccc(S(N)(=O)=O)cc1 (stereo not drawn)	x	4	x	15	9	2	x	2
21	COc1cccc(NC(=O)CN(C)CC(=O)Nc2cccc(C(F)(F)F)c2)c1	-1	1	-14	-13	-4	-6	0.1	0
22	Cc1nc2ccc(C(=O)Nc3ccccc3Cl)cc2s1	-2	2	6	u	2	1	-0.2	-6
23	COc1cccc(-c2cn(CC[C@@H]3CC[C@@H](NC(C)=O)[C@@H](CO)O3)nn2)c1	0	-1	-8	23	-8	1	-0.4	x
24	Cc1c(Cl)cccc1N(CC(=O)N1CCCCCC1)S(C)(=O)=O	1	3	-5	-7	-4	2	x	6
25	CC(C)NC(=O)Nc1cccc2c1O[C@H](CN(C)S(C)(=O)=O)[C@H](C)CN([C@H](C)CO)C2=O	-3	-1	-9	11	-7	2	0.0	-4[16.7 µM]
26	C[C@@H](NC(=O)C[C@H]1CC[C@H]2[C@@H](COC[C@@H](O)CN2Cc2cc(F)ccc2F)O1)c1ccccc1	2	0	-9	-11	4	3	0.0	1[16.7 µM]
27	O=C(O)c1cccc(NC(=S)NC(=O)c2ccncc2)c1	-3	-1	-8	-1	5	-9	x	-5
28	Cn1nc(C(=O)Nc2cccc(S(=O)(=O)N3CCCCC3)c2)c2ccccc2c1=O	0	x	-3	-16	-6	4	-0.3	-8
29	N#C[C@@H]1[C@@H](c2ccc(C#CC3CCCC3)cc2)[C@@H](CO)N1C(=O)c1cccc(F)c1	-8	x	-29	-10	x	x	-0.1	x
30	COCCNC(=O)CN(CCc1ccccc1)S(=O)(=O)c1ccc(OC)cc1	-1	2	-1	x	-2	-3	x	11
31	CCn1cc(CNCc2ccc(OCC(O)CN(C)Cc3ccccc3)cc2)cn1 (stereo not drawn)	x	1	x	-12	4	6	x	2
32	COc1cccc(N2CCN(CC(=O)Nc3ccccc3C(=O)NCc3ccccc3)CC2)c1	0	0	-24	4	1	-3	3.7	-2
33	CCCCNC(=O)CSc1nc2cc3c(cc2c(=O)n1CCC(=O)NCCc1ccc(OC)c(OC)c1)OCO3	1	x	-12	10	x	x	-0.1	x
34	COc1ccccc1NC(=O)CCSc1nnc(-c2ccco2)o1	-6	-5	-11	0	-1	-24	4.7	2
35	COCCn1c(=N)c(C(=O)NCc2ccco2)cc2c(=O)n3ccccc3nc21	x	3	x	-11	15	1	x	2
36	O=C(O)[C@@H]1Cc2ccccc2N1	2	x	-10	-3	x	x	12	-1
37	O=c1n(-c2ccccc2)c(=O)n2n1CCC2	x	-1	x	0	-3	-1	x	-3
38	CCn1c(SCC(=O)Nc2oc(-c3ccccc3)c(-c3ccccc3)c2C#N)nnc1-c1cc(OC)cc(OC)c1	-11	-2	-5	-15	2	1	x	-2
39	COc1ccccc1NC(=O)N[C@@H]1CC[C@@H](CCNC(=O)c2ccc3c(c2)OCO3)O[C@@H]1CO	-1	15	0	14	1	-4	0.2	-18[16.7 µM]
40	O=C(CC1OC(=O)c2ccccc21)NCC1COc2ccccc2O1 (stereo not drawn)	-3	-1	-10	-8	-7	-1	x	-4
41	COCCCNC(=O)c1ccc(N2CCCC2)c(NS(=O)(=O)c2ccc(C)cc2)c1	x	5	x	-4	-14	3	x	2
42	Cn1nnc2cc(NC(=O)N3CCN(c4ccccn4)CC3)ccc21	-2	-1	-7	1	11	-2	x	-2
43	O=C(O)CCC(=O)c1ccc2c(c1)OCCO2	-1	4	-4	2	-12	4	x	3
44	COc1ccc(S(=O)(=O)Nc2ccc3c(c2)C(=O)N([C@H](C)CO)C[C@H](C)[C@H](CN(C)S(C)(=O)=O)OCCCC[C@H](C)O3)cc1	-1	-3	-13	-2	4	-1	0.0	-3[16.7 µM]
45	CC(=O)Nc1sc2c(c1C(=O)N1CCOCC1)CCCCC2	x	1	x	-3	-6	6	x	-6
46	CCCCCCCCCCSc1n[nH]c(NC(C)=O)n1	-1	11	-6	-16	3	1	x	-7
47	CO[C@H]1CN(C)C(=O)c2cc(NC(=O)Nc3cc(F)ccc3F)ccc2OC[C@H](C)NC[C@@H]1C	1	16	16	-3	-3	1	0.0	x
48	O=C(COC(=O)c1cccnc1Cl)NC1CCCCC1	0	-2	1	13	4	4	-0.5	0
49	CC(=O)N(C)c1ccc(N=Cc2c(O)ccc3ccccc23)cc1	1	5	-11	x	0	-3	-0.1	x
50	Cc1ccc(CC(NC(=O)c2ccccc2)C(=O)NCC(=O)O)cc1 (stereo not drawn)	4	2	-11	-5	3	10	x	-1
51	CCN(C(=O)COC(=O)/C=C/c1ccc(OC(F)F)c(OC)c1)C1CCS(=O)(=O)C1 (stereo not drawn)	3	-1	-7	-7	-15	0	x	-5
52	Cc1cccc(NC(=O)C(=O)NCc2ccc3c(c2)OCO3)c1C	2	1	-10	0	6	-5	x	x
53	Cc1sc2ncnc(N3CCC(C(=O)Nc4cc(C(F)(F)F)ccc4OCC(F)(F)F)CC3)c2c1C	1	-1	-32	x	-2	-2	0.4	x
54	C=CCNc1cnn(-c2ccc(C)cc2)c(=O)c1Sc1ccc(C)cc1	-2	1	-7	x	-3	4	x	-2
55	COC(=O)Nc1nnc(-c2ccccc2Cl)s1	x	-7	x	-3	6	-2	x	-1
56	CN(C)c1nc2c(c(=O)[nH]c(=O)n2C)n1Cc1ccccc1Br	x	-1	x	2	5	-4	x	-4
57	COC(=O)C1=C(C)N(CC2CCCO2)C(=O)C1 (stereo not drawn)	x	-7	x	x	-5	-3	x	5
58	CCCC(c1nnnn1CC(=O)OCC)N(Cc1cc2ccc(C)cc2[nH]c1=O)C1CCCC1 (stereo not drawn)	x	1	x	11	-7	-5	x	0
59	CN(C1CCCCC1)S(=O)(=O)c1ccc(NC(=S)NC(=O)c2cccs2)cc1	x	-4	x	-39	8	0	x	25
60	CCC(=O)NS(=O)(=O)c1ccc(N=NN2CCCCC2)cc1	3	0	-7	1	1	1	2.9	-5

Further records follow.
cpd	Molecule	ERAP1 HTS inh	Cneo AK release	RAD52 anneal inh	PGC1a acetyl inh	RAD54 inh	PglD DTNB	E-selectin induc	miR122 inh
61	Cc1ccc(C)c(S(=O)(=O)N2CCCC2CNC(=O)C(=O)NCCc2ccccc2)c1 (stereo not drawn)	-1	1	-27	-13	-8	3	-0.4	0
62	C[C@@H]1CCCCO[C@@H](CN(C)Cc2ccc3c(c2)OCO3)[C@@H](C)CN([C@@H](C)CO)C(=O)c2cc(NC(=O)c3ccncc3)ccc2O1	4	1	5	9	0	1	0.4	-1[16.7 µM]
63	COc1ccc(NC(=O)Cn2nnc(C(=O)NCc3cccs3)c2N)cc1Cl	1	0	0	x	12	17	x	-9
64	O=C(CCN1C(=O)COc2ccccc21)NCCCN1CCN(c2ccc(F)cc2)CC1	x	0	x	-4	0	0	x	-6
65	CN(CC(=O)Nc1ccccc1C(F)(F)F)C(=O)CC1OC(=O)c2ccccc21 (stereo not drawn)	2	1	-4	2	10	-6	-0.4	x
66	COC(=O)C[C@H]1CC[C@H]2[C@H](COc3ccc(NS(=O)(=O)c4ccccc4F)cc3C(=O)N2C)O1	x	0	x	-2	-3	2	-0.1	-21[16.7 µM]
67	Cc1cc(C)n2c(SCC(O)=C(C#N)c3nc4ccccc4[nH]3)nnc2n1	3	0	-26	5	-1	-1	0.6	-5
68	COc1ccc(C(=O)Nc2ccc(OCc3ccccc3)cc2)cc1[N+](=O)[O-]	x	0	x	x	-11	-5	x	-13
69	O=C(CCN1C(=O)c2ccccc2S1(=O)=O)Nc1ccc(C(=O)O)cc1	2	0	-16	x	5	3	x	x
